Screens as filed in PubChem.
G9a block – blocks human histone lysine methyltransferase G9a. Potency, µM (top dose mostly 102 µM), for the others: at the top dose activity, negative = inhibition, usual class: inhibitors. G9a H3K9 monomethylation, AlphaScreen, 2 h. 350,000 compounds, 8.8% hits. Q96KQ7; also: % is scaled to controls: 0 for no effect and ±100 for the full control effect; nearly all actives have a fitted effect of over 75% in size
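Methyltransferase reactions run at room temperature for 2 h (20 nM enzyme, 500 nM biotin-H3K9 peptide, 20 uM SAM) after a 15 min compound preincubation; product detected by AlphaScreen beads and anti-H3K9me1 antibody.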
Pin1 inh – human Pin1 inhibition | Potency, µM (doses to about 115 µM), for the others: at the top dose activity, negative = inhibition, hits mostly inhibitors | Pin1 FP peptide displacement, HiFluor488, 10 min | AID 504891 | Q13526 | 390,000 compounds, 0.009% hits; active = well fitted inhibition curve with a large enough effect in the polarisation, with a control signal flat, not every such curve was filed as active; inconclusive = small, poorly fitted or top-dose-only effect, or effect the other way, or a change in a side signal; inactive = no such curve, though single readings can be large or run the other way; the % refers to the polarisation; also: % is scaled to controls: 0 for no effect and ±100 for the full control effect
BLM inh – blocks DNA unwinding by human BLM helicase. P54132. 350,000 compounds, 0.2% hits. AID 2528. recombinant BLM DNA unwinding, fluorescence dequenching. Potency, µM (highest dose often 56.1 µM), for the others: at the top dose activity change, negative = inhibition, most hits filed as inhibitors;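 also: plate controls were vehicle for no effect and no enzyme for full effect; nearly all actives have a fitted effect of over 35% in size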
BAZ2B inh – blocks human BAZ2B; Q9UIF8; AlphaScreen BAZ2B-H3K14Ac peptide displacement; Potency, µM (highest dose often 114 µM), for inactives: at the top dose activity change, negative = inhibition, actives largely listed as inhibitors; 360,000 compounds, 4.4% hits; AID 504333; also: % is scaled to controls: 0 for no effect and ±100 for the full control effect; nearly all actives have a fitted effect of over 60% in size
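Inhibition is scored as reduced AlphaScreen emission. The BAZ2B/b-H3(5-23)K14Ac complex (50 nM each) in PBS pH 7.4, 0.01% Tween-20 meets compound (up to 110 uM) for 30 min at RT before bead addition.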
JMJD2A Tudor – blocks the human JMJD2A Tudor domain. O75164. AlphaScreen JMJD2A-Tudor / H3K4me3 peptide binding. Potency, µM (top dose mostly 114 µM), for the others: at the top dose activity change, negative = inhibition, most hits filed as inhibitors. 390,000 compounds, 4.4% hits; also: % is scaled to controls: 0 for no effect and ±100 for the full control effect; nearly all actives have a fitted effect of over 50% in size
Target sequence (O75164 whole entry, looked up, the tested form may be a part): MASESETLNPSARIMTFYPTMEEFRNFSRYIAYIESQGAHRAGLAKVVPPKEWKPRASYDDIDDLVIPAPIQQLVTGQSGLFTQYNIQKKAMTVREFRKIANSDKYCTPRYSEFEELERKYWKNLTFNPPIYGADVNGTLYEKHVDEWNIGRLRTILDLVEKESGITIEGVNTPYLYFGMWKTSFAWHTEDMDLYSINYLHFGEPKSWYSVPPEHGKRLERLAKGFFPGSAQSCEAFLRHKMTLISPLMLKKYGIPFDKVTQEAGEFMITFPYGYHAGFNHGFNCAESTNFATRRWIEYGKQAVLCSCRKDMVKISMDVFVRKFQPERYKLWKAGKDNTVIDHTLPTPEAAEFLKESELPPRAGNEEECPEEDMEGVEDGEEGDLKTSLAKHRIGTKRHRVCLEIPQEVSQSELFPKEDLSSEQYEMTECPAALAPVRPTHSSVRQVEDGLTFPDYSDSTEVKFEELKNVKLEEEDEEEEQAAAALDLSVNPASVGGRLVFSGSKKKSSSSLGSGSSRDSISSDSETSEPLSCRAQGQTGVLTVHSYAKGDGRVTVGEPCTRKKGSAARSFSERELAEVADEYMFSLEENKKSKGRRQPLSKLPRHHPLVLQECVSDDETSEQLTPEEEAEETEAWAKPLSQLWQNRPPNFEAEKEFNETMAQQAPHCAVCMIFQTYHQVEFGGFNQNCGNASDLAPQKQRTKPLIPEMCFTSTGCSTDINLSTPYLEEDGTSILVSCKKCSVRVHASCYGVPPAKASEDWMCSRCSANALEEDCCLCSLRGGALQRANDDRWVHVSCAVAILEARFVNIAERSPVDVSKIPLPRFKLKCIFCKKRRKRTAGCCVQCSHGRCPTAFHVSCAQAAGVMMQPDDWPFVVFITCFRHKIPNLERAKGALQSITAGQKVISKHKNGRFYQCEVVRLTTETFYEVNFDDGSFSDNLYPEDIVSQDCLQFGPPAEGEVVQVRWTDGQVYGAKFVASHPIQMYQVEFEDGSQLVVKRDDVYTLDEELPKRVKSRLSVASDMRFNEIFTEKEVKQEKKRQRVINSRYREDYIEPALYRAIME
POLI inh – DNA polymerase iota (human) inhibition; Pol iota fluorescent replication assay, 10 min; Q9UNA4; Potency, µM (doses to about 115 µM), for inactives: at the top dose activity, negative = inhibition, most hits filed as inhibitors; 390,000 compounds, 1% hits; AID 588590
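Pol iota at 10 nM preincubated 15 min with compounds at room temperature; reaction started with fluorescent substrate, 50 nM final. Fluorescence read kinetically at 0 and 10 min; buffer-only wells as negative control.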
Tb PGK inh – T. brucei PGK inhibition. P07378. PGK/GAPDH coupled, Kinase-Glo luminescence, 60 min. Potency, µM (series often up to 57.5 µM), for the others: at the highest dose activity change, negative = inhibition, hits mostly inhibitors. 380,000 compounds, 0.043% hits. AID 602233; also: % is scaled to controls: 0 for no effect and ±100 for the full control effect; nearly all actives have a fitted effect of over 60% in size
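Luminescent ATP detection (Kinase-Glo Plus) follows a 60-minute room-temperature incubation, with wells lacking PGK as controls. Buffer: 100 mM TEA (pH 7.6), 5 mM MgCl2, 0.01% Tween-20. Coupling enzyme GAPDH (100 nM final) supplies unstable 1,3-BPG in-well.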
HP1b binding inh – blocks HP1-beta chromodomain binding to methylated histone tails; P83916; AlphaScreen HP1-beta / biotin-H3K9me3 peptide binding; Potency, µM (doses to about 114 µM), for the others: top-dose activity change, negative = inhibition, most hits filed as inhibitors; 390,000 compounds, 0.56% hits; also: nearly all actives have a fitted effect of over 70% in size; inactives centre near 23
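AlphaScreen: HP1-beta (50 nM) preformed 30 min with biotin-H3(1-18)K9me3 peptide (50 nM) in PBS pH 7.4, 0.01% Tween-20. Compound added for 30 min at RT, then streptavidin donor/nickel chelate acceptor beads (10 ug/mL) for 30 min.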
GLS inhibitor – blocks human kidney-isoform glutaminase activity; 410,000 compounds, 0.21% hits; Potency, µM (titrated, usually from 45.5 µM), for the others: top-dose activity change, negative = inhibition, actives largely listed as inhibitors; O94925; GLS enzymatic activity, qHTS titration; AID 624170; also: % is scaled to controls: 0 for no effect and ±100 for the full control effect
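hKGA; 45 mM KH2PO4 pH 8.2 + 0.02% Tween-20; cpd via pin tool; 1 mM Gln soln; GluOx/HRP/Amplex Red; RT 30 min; fluor. t0 & final.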
The depositor's hits bear a star; i = inactive; ? = inconclusive; . = not tested or not shown; & = joins results of further samples; [ ] = remark or other dose. Unless noted, calls follow the shape of the dose curve; as a rule, active = well fitted curve in the direction sought with a large enough effect; inconclusive = small, poorly fitted or top-dose-only effect, or another doubt; inactive = no such curve, though single readings can be large; an effect the other way counts as inactive or inconclusive. Potency is read from the fitted curve at half-maximal effect.

SMILES	G9a block	Pin1 inh	BLM inh	BAZ2B inh	JMJD2A Tudor	POLI inh	Tb PGK inh	HP1b binding inh	GLS inhibitor
COc1cc(C2NCCC(=O)C2(C)C)cc(OC)c1OC (stereo unspecified)	12%[59 µM]	?	-2%	10%	-4%	20%	-1%	19%	18%
CCN1CCN(C(=O)Cn2nc(C)c3sc4ccccc4c3c2=O)CC1	5%[59 µM]	-1%	2%	0%	-16%	-2%	2%	22%	17%
CCCc1nnc(NC(=O)CCC(=O)N2CCN(Cc3ccc(OC)c(F)c3)CC2)s1	1%	0%	0%	-3%	-17%	-4%	-1%	17%	0%
Cc1ccc(C(=O)OC(C)C(=O)c2cc(C)c(C)cc2C)o1 (stereo unspecified)	2%	2%	-10%	1%	8%	-23%	-7%	43%[activator]	2%
CC1(C)Cc2c(ccc3ccccc23)/C(=C/C(=O)N2CCCCC2)N1	?	56%[activator]	-5%	50µM*	-58%	-7%	-7%	-12%	1%
Cc1nn(-c2ccccc2)c(Cl)c1C(=O)OC(C)C(=O)Nc1ccc2c(c1)OCO2 (stereo unspecified)	?	?	-13%	-37%	-21%	-5%	2%	8%	2%
COc1ccc2c3c([nH]c2c1)C1CC2C(CC(O)C(OC)C2CO)CN1CC3 (stereo unspecified)	?	-1%	-2%	-2%	-27%	29%	-10%	24%	11%
Cc1c(NC(=O)C(C)OC(=O)CCc2c[nH]c3ccccc23)c(=O)n(-c2ccccc2)n1C (stereo unspecified)	-3%[59 µM]	2%	.	13%	0%	7%	-5%	20%	-8%
Nc1ncnc2[nH]c(=S)[nH]c12	.	4%	.	.	3.5µM*	-7%	-8%	?	?
O=C(CCC(=O)c1cccs1)Nc1ncccc1O	?	4%	.	56µM*	?	?	-6%	17%	20%
CC(C)CC(=O)Nc1c2c(nn1-c1ccc([N+](=O)[O-])cc1)CS(=O)(=O)C2	-3%	0%	-2%	-12%	-4%	23%	-1%	20%	2%
O=C(CSC1=NS(=O)(=O)c2cc(Cl)ccc2N1)Nc1ccccc1F	10%[2.33 µM]	3%	.	5%	-20%	-17%	-3%	10%	18%
CCN(CC(=O)Nc1ccc(NC(C)=O)cc1)C(=O)c1ccc(COc2ccc(C(C)(C)C)cc2)cc1	.	17%	.	.	?	8%	-10%	5%	-6%
COc1ccc(/C=C2/N=C3CCCCCN3C2=O)cc1	?	4%	-3%	-17%	-11%[11.4 µM]	52%[activator]	4%	33%	-6%
CC1(C(=O)NCCN2CCOCC2)C=CCN1C(=O)c1ccccc1 (stereo unspecified)	3%	0%	-1%&1%	2%	-20%	-11%	-1%	-1%	0%
COc1ccc(CC(=O)NCc2ccc(F)cc2)cc1S(=O)(=O)N1CCOCC1	-13%[59 µM]	?	.	11%	-5%	14%	-8%	29%	-1%
CCC(NC(=O)c1oc2ccccc2c1COC)c1ccc(OC)cc1 (stereo unspecified)	10%	4%	-9%	13%	-2%	34%[activator]	-11%	48%[activator]	0%
Cc1ccc(N(CCC#N)C(=O)CN2C(=O)NC(Cc3ccccc3)C2=O)cc1 (stereo unspecified)	9%	-2%	-5%	-13%	1%	41%[activator]	i	27%	0%
CCCCn1c(N)c(N(CCC(C)C)C(=O)Cc2ccc(S(=O)(=O)N3CCOCC3)s2)c(=O)[nH]c1=O	?	?	.	-29%	-8%	18%	0%	26%	4%
CCOC(=O)C1C(=O)CC(C)(O)C(C(=O)OCC)C1c1ccc(N(CC)CC)cc1 (stereo unspecified)	14µM*	-7%	-2%	-19%	-23%	21%	-6%	5%	26%
COc1ccccc1NC(=O)CNC(=O)Cn1c(C)cc2ccccc2c1=O	9%	-1%	-6%	7%	-3%	18%	6%	3%	4%
COc1ccc(Cc2nn3c(Cn4nnc5ccccc54)nnc3s2)cc1	1.6µM*	?	-10%	-38%	89µM*	?	-9%	?	-19%
O=C(O)C1C2CC3OC(=O)C1C3C2 (stereo unspecified)	.	-5%	.	.	3%	-14%	-4%	22%[57 µM]	0%
COc1cc(SC)ccc1C(=O)NCC1CCCO1 (stereo unspecified)	-5%	-1%	-5%	7%	3%	?	-7%	8%	2%
Cc1cccc(CSCCNC(=S)Nc2ccccc2)c1	23%[59 µM]	-2%	-8%	-36%	-35%	4%	-7%	0%	7%

For reference, part of the list above:
SMILES	G9a block	Pin1 inh	BLM inh	BAZ2B inh	JMJD2A Tudor	POLI inh	Tb PGK inh	HP1b binding inh	GLS inhibitor
COc1cc(SC)ccc1C(=O)NCC1CCCO1 (stereo unspecified)	-5%	-1%	-5%	7%	3%	?	-7%	8%	2%
Cc1cccc(CSCCNC(=S)Nc2ccccc2)c1	23%[59 µM]	-2%	-8%	-36%	-35%	4%	-7%	0%	7%

Additional results:
SMILES	G9a block	Pin1 inh	BLM inh	BAZ2B inh	JMJD2A Tudor	POLI inh	Tb PGK inh	HP1b binding inh	GLS inhibitor
Cc1ccc(S(=O)(=O)CCC(=O)OCC(=O)N(C)CC(=O)Nc2ccc(F)cc2)cc1	7%	2%	.	-1%	-3%	48%[activator]	i	20%	-3%
Cc1ccc(C(C)C)c(OCC(=O)Nn2c(C)nc3ccccc3c2=O)c1	28%[12.7 µM]	6%	4%	21%	12%	7%	-1%	36%	5%
Cc1ccc(NC(=O)c2cc(NC(=O)c3ccco3)ccc2N2CCOCC2)cc1	-30%[59 µM]	0%	-2%	6%	-1%	23%	4%	28%	9%
CNc1ncnc(Sc2nc(N)nc3nc[nH]c23)c1[N+](=O)[O-]	.	4%	.	.	32µM*	?	-2%	28%	4%
CC(C)NC(=O)N(C)C[C@H]1Oc2ccc(NS(=O)(=O)c3ccccc3)cc2C(=O)N([C@H](C)CO)C[C@H]1C	.	-4%	.	.	-20%	7%	4%	32%	3%
COc1cc(C(c2sc3ncnn3c2O)N2CCN(c3ccccc3F)CC2)cc(OC)c1OC (stereo unspecified)	-2%	0%	-1%	10%	-8%	-12%	-1%	36%	-3%
CCN1CCCC1CNC(=O)c1cc(OC)c(OC)c(OC)c1 (stereo unspecified)	-5%[59 µM]	-4%	-1%	11%	5%	9%	4%	29%	10%
O=C(CNC(=O)c1ccccc1)OCc1cc(=O)n2nc(C3CC3)sc2n1	12%[59 µM]	0%	-3%	-5%	-24%	3%	-4%	-15%	1%
COc1ccc(-c2nc(SCC(=O)NCC3CCCO3)c(-c3ccc(Cl)cc3)[nH]2)cc1 (stereo unspecified)	-27%[59 µM]	-1%	-7%	-15%	-11%	2%	8%	14%	4%
CC(C)N(C1=CC(=O)OC12CCCCC2)C(C)C	-6%	-7%	-9%	1%	5%	41%[activator]	i	38%[activator]	2%
CCOc1ccc(-c2nnn(CC(=O)NCc3cccs3)n2)cc1	78%[activator]	5%	-1%	4%	-13%	0%	.	15%	-4%
CC(NC(=O)c1ccc(N2Cc3ccccc3Oc3ncccc32)s1)c1ccccc1 (stereo unspecified)	-1%[59 µM]	47%[activator]	-7%	3%	-2%	-14%	6%	38%	-4%
Cc1ccc([N+](=O)[O-])cc1S(=O)(=O)NCc1cccnc1	?	-4%	0%	-5%	-9%	150%[activator]	0%	-7%	-3%
O=S(=O)(Nc1c(F)cccc1F)c1ccc2c(c1)OCCO2	30%&-10%[59 µM]	0%&-7%	2%&1%	10%&-1%	-14%&-17%	38%&-28%[activator]	-1%&-3%	0%&32%	0%&0%
COc1ccccc1N1CCN(Cc2cc3c(cc2[N+](=O)[O-])OCO3)CC1	?	-5%	-4%	?	?	?	-7%	-13%	9%
O=C(COC(=O)c1ccc([N+](=O)[O-])o1)Nc1ccc2c(c1)OCO2	.	-6%	.	.	-12%	60%[activator]	7%	8%	17%
O=C(CCSc1nnc(-c2ccco2)o1)Nc1ccc(Cl)cc1	3%	-8%	-7%	6%	-9%	11%	-9%	39%	7%
CC(C)CNC(=O)c1ccccc1Oc1ccccc1	4%	4%	-3%	5%	7%	17%	-3%	28%	7%

Structures above containing a halogen (9):
SMILES	G9a block	Pin1 inh	BLM inh	BAZ2B inh	JMJD2A Tudor	POLI inh	Tb PGK inh	HP1b binding inh	GLS inhibitor
CCCc1nnc(NC(=O)CCC(=O)N2CCN(Cc3ccc(OC)c(F)c3)CC2)s1	1%	0%	0%	-3%	-17%	-4%	-1%	17%	0%
Cc1nn(-c2ccccc2)c(Cl)c1C(=O)OC(C)C(=O)Nc1ccc2c(c1)OCO2 (stereo unspecified)	?	?	-13%	-37%	-21%	-5%	2%	8%	2%
O=C(CSC1=NS(=O)(=O)c2cc(Cl)ccc2N1)Nc1ccccc1F	10%[2.33 µM]	3%	.	5%	-20%	-17%	-3%	10%	18%
COc1ccc(CC(=O)NCc2ccc(F)cc2)cc1S(=O)(=O)N1CCOCC1	-13%[59 µM]	?	.	11%	-5%	14%	-8%	29%	-1%
Cc1ccc(S(=O)(=O)CCC(=O)OCC(=O)N(C)CC(=O)Nc2ccc(F)cc2)cc1	7%	2%	.	-1%	-3%	48%[activator]	i	20%	-3%
COc1cc(C(c2sc3ncnn3c2O)N2CCN(c3ccccc3F)CC2)cc(OC)c1OC (stereo unspecified)	-2%	0%	-1%	10%	-8%	-12%	-1%	36%	-3%
COc1ccc(-c2nc(SCC(=O)NCC3CCCO3)c(-c3ccc(Cl)cc3)[nH]2)cc1 (stereo unspecified)	-27%[59 µM]	-1%	-7%	-15%	-11%	2%	8%	14%	4%
O=S(=O)(Nc1c(F)cccc1F)c1ccc2c(c1)OCCO2	30%&-10%[59 µM]	0%&-7%	2%&1%	10%&-1%	-14%&-17%	38%&-28%[activator]	-1%&-3%	0%&32%	0%&0%
O=C(CCSc1nnc(-c2ccco2)o1)Nc1ccc(Cl)cc1	3%	-8%	-7%	6%	-9%	11%	-9%	39%	7%

Not all compounds are listed; count on the stated rates, not on these rows.
